Compound activity as filed in PubChem.
MBD2 DNA inh: inhibitors of MBD2 binding to methylated DNA, primary screen, biochemical, TR-FRET, DNA-binding domain, human. Methyl-CpG-binding domain protein 2 (Homo sapiens), Q9UBB5. MBD2 binding to methylated oligonucleotide. inhibition, % at 4.4 µM. actives 0.31% (n = 370,000). AID 686964, 2013; in the data active = inhibition above about 13%
PG9 binder: binders of HIV-1 gp120 antibody PG9, primary screen, biochemical, TR-FRET | HIV-1 gp120 / PG9 antibody interaction | TR-FRET gp120-PG9 antibody binding | inhibition, % at 6.7 µM | actives 0.43% (n = 360,000) | AID 624416, 2012; in the data active = inhibition above about 8.5%
PRMT1 inh: PRMT1 methyltransferase inhibitors, primary screen, biochemical, fluorescence polarization; Protein arginine N-methyltransferase 1 (Homo sapiens), Q99873; recombinant PRMT1, activity-based probe fluorescence polarization; inhibition, % at 2.79 µM; actives 1.3% (n = 370,000); AID 652257, 2013;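 active = inhibition above about 21% made by adding two undisclosed values, limit read from the data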
Target sequence (Q99873 whole entry, looked up): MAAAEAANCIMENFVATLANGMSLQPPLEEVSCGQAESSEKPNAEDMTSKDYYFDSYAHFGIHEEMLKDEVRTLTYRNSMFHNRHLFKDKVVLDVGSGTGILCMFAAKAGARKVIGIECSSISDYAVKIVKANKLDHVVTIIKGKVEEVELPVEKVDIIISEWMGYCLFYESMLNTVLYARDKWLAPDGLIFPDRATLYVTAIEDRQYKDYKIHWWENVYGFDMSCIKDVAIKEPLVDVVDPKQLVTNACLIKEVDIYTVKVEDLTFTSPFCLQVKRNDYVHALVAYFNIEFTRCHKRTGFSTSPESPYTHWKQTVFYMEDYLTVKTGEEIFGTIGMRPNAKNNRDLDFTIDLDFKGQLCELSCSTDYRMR
mABHD4 FP: ABHD4 inhibitors, primary screen, biochemical, fluorescence polarization, mouse; (Lyso)-N-acylphosphatidylethanolamine lipase (Mus musculus), Q8VD66; purified mABHD4, FP-Rh probe fluorescence polarization; inhibition, % at 8.92 µM; actives 0.54% (n = 370,000); AID 720543, 2013;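 active = inhibition exceeding the mean over every tested compound plus 3 SD, cut at about 30% in these data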;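 also: 0% = plate median of compound wells and 100% = S159A mutant with DMSO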
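Test system: mouse ABHD4 enzyme, wild type. Reagent: FP-Rh fluorescent activity-based probe, added after compound pre-incubation. Timing: pre-incubation 45 min, probe exposure 60 min, at 25 °C. Technique: FP readout, ex 525 nm / em 598 nm. Benchmarks: high control S159A mutant with DMSO, low control median of compound wells.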
LEDGF integ inh: blockers of LEDGF/p75-dependent integrase strand transfer – biochemical, TR-FRET, high throughput, primary screen. HIV-1 integrase (with human LEDGF/p75). TR-FRET IN-LEDGF/p75 DNA integration, Eu/Cy5. inhibition, % at 3.7 µM. actives 0.64% (n = 370,000). AID 743269, 2014;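 active = inhibition above the screen-wide mean plus 3 SD, cut at about 13% in these data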;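 also: signal is the Cy5 over europium emission ratio at 671 and 618 nm; 0% = plate median of compound wells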
UHRF1 MBD2 ctr: UHRF1 methylated DNA binding inhibitors, primary screen, counter-screen for MBD2 inhibitor project, biochemical, TR-FRET, human UHRF1, single concentration. UHRF1 binding to methylated oligo. AID 687016, 2013. inhibition, % at 4.4 µM. E3 ubiquitin-protein ligase UHRF1 (Homo sapiens), Q96T88. actives 0.75% (n = 370,000); in the data active = inhibition above about 21%;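 also: UHRF1 SRA domain binding a hemimethylated CpG hairpin DNA probe; 0% = median of test compound wells and 100% = reference inhibitor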
rCAG RNA binder: binders of r(CAG) RNA repeats, primary screen, biochemical, fluorescence; r(CAG) RNA repeat, TO-PRO-1 dye displacement fluorescence; inhibition, % at 3 µM; actives 1.3% (n = 370,000); AID 651821, 2012;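 active = inhibition above the plate cutoff, the mean of all test compounds on that plate plus 3 SD, cut at about 35% in these data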;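 also: 0% = DMSO alone and 100% = 100 µM mitoxantrone as full dye displacement; higher means more dye released from RNA so lower well fluorescence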
NR1D1 modulator: modulators of Rev-erb alpha DNA binding, primary screen, biochemical, FITC-DNA, fluorescence polarization, uHTS; AID 1259318, 2017; actives 0.79% (n = 370,000); activity, % at 10 µM; Rev-erbα–FITC-DNA binding, 90 min;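 active = activity above about 14%, limit read from the data; passing the limit was not always enough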;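 also: 0% = DMSO wells with 35 nM protein and 100% = DMSO wells with 750 nM protein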
HTRA1 inh: HTRA1 serine protease inhibitors, primary screen, biochemical, fluorescence polarization, HTS; Q92743; recombinant HTRA1, FP-rhodamine activity-based probe; inhibition, % at 5.96 µM; actives 0.5% (n = 340,000); AID 504803, 2011; in the data active = inhibition above about 36%;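 also: 0% = enzyme with DMSO and 100% = wells lacking enzyme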
Target sequence (Q92743 whole entry, looked up): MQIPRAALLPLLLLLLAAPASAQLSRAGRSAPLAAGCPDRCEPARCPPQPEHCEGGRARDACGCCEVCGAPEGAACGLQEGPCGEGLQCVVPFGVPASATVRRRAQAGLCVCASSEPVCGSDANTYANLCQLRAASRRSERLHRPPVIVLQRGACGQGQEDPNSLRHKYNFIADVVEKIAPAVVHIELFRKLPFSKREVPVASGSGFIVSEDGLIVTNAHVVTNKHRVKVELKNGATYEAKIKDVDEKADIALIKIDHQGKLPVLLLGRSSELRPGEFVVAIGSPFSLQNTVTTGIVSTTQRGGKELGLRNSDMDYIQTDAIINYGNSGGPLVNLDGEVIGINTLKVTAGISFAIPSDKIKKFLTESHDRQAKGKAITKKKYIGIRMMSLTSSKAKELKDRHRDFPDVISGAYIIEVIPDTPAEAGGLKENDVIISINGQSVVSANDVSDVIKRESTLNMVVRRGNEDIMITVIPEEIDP
TCR CD3 inh: inhibitors of human TCR-CD3 interaction, primary screen, biochemical, fluorescence, TAMRA-labeled TCR probe | actives 0.37% (n = 360,000) | inhibition, % at 9.4 µM | T-cell receptor (TCR) | AID 651800, 2012; in the data active = inhibition above about 19%;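 also: recombinant mutant TCR 2C K166C tagged with TAMRA read by polarization; 0% = receptor in buffer alone and 100% = receptor with positive control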
* marks the source's active call; other numbers are inactive results; . = not tested or not shown. This is a subset. The share of hits here may be higher or lower than overall.

SMILES	MBD2 DNA inh	PG9 binder	PRMT1 inh	mABHD4 FP	LEDGF integ inh	UHRF1 MBD2 ctr	rCAG RNA binder	NR1D1 modulator	HTRA1 inh	TCR CD3 inh
O=C(COC(=O)c1ccc(Cl)c(S(=O)(=O)N2CCOCC2)c1)Nc1ccc2[nH]c(=O)[nH]c2c1	4.2	-0.5	2.5	-0.9	-2.0	4.2	2.3	-0.4	5.0	-0.3
CCC(=O)Nc1cccc(-c2cn3cccc(C)c3n2)c1	4.4	1.7	7.2	-10.1	-0.4	-0.2	-3.1	-0.3	.	-11.0
Nc1cccc2c1C(=O)N(C(=O)/C=C/c1cccc(F)c1)C2=O	-1.5	0.0	3.9	0.3	7.3	4.3	8.0	2.4	-2.0	-5.9
CCOc1ccc(NC(=O)NC2CCOC(C)(C)C2)cc1 (configuration not stated)	-5.8	-0.2	-1.9	0.2	-0.1	-3.5	-1.1	3.5	-4.2	8.3
COc1cc(C2c3c(n[nH]c3C)C(=O)N2c2ccc(Br)cc2)ccc1O (configuration not stated)	-3.6	-0.8	1.6	-5.7	3.1	-1.7	2.4	2.1	1.6	-5.4
Cc1cccc(CCNc2nc3ccccc3n3nnnc23)c1	3.1	0.3	2.0	2.1	1.2	1.6	-2.2	43.9*	0.4	-6.0
C#CCSc1nnc(C)c(C)n1	-5.4	0.1	-1.4	3.0	3.1	1.1	3.2	4.5	3.6	2.4
CC(=O)Nc1ccc2nc(-c3ccco3)[nH]c2c1	-5.1	0.5	0.1	8.5	0.6	2.6	-1.4	-1.9	11.1	3.7
CCOC(=O)c1cc2cc(OC)ccc2n1C1CCN(CCc2ccccc2)CC1	2.6	-1.1	0.2	10.2	3.3	3.1	1.3	3.3	.	-6.1
O=C1c2cc(S(=O)(=O)NCCO)ccc2-c2ccc(S(=O)(=O)NCCO)cc21	-11.9	-2.8	-0.6	4.9	-1.5	-7.3	-0.1	-2.1	6.2	6.5
O=C(c1sc2ccccc2c1Cl)N(Cc1cccs1)C1CCS(=O)(=O)C1 (configuration not stated)	3.0	-0.2	-3.9	-1.4	4.7	-0.6	3.8	3.7	-7.1	7.8
COc1cccc(NC(=O)CCc2c(C)nc3nc(CNC(=O)c4cccc(F)c4)nn3c2C)c1	-0.9	0.9	-0.6	-1.6	-1.3	0.2	0.9	-0.3	4.0	7.0
COc1cccc(OC)c1OCCN(C)C	-1.5	-0.3	0.2	2.4	1.8	-2.1	-1.2	-4.7	3.5	0.7
COCCNC(=O)c1ccc2c(c1)nc(C)n2-c1cccc(F)c1	2.7	-0.6	-3.5	8.4	-0.8	-0.4	-6.8	1.6	-0.6	-0.3
COc1ccccc1C(=O)n1nc(C)cc1C	0.6	-2.6	-0.7	0.5	-2.0	-1.7	-0.8	-1.0	3.4	13.3
CN(C)C1=NC(=O)/C(=C\c2ccccc2)S1	-0.4	-1.0	4.2	0.1	-1.5	2.1	1.4	5.4	-3.0	-8.2
COc1ccc(C(NC(=O)CC(C)C)NC(=O)CC(C)C)cc1OC	0.6	-2.0	-2.8	0.4	-1.6	-3.3	3.0	-2.4	-2.2	5.4
O=S(=O)(Nc1nc2ccccc2nc1Nc1ccc2c(c1)OCCO2)c1cccs1	0.5	-1.0	0.0	24.9	3.1	-7.0	90.9*	-0.9	32.9	0.1
CN=c1scc(-c2ccc(Cl)cc2)n1C	0.0	-0.3	0.5	1.7	0.1	1.2	2.9	4.8	1.2	0.3
Cc1nnc(N(Cc2ccco2)C(=O)c2cccc(C#N)c2)s1	-3.4	0.0	-3.0	0.2	0.8	-2.1	-3.2	0.1	-1.2	2.0

2 compounds drawn at random from those above, as already listed:
SMILES	MBD2 DNA inh	PG9 binder	PRMT1 inh	mABHD4 FP	LEDGF integ inh	UHRF1 MBD2 ctr	rCAG RNA binder	NR1D1 modulator	HTRA1 inh	TCR CD3 inh
COc1cccc(NC(=O)CCc2c(C)nc3nc(CNC(=O)c4cccc(F)c4)nn3c2C)c1	-0.9	0.9	-0.6	-1.6	-1.3	0.2	0.9	-0.3	4.0	7.0
Cc1cccc(CCNc2nc3ccccc3n3nnnc23)c1	3.1	0.3	2.0	2.1	1.2	1.6	-2.2	43.9*	0.4	-6.0

Looked up above.
`CCOC(=O)c1cc2cc(OC)ccc2n1C1CCN(CCc2ccccc2)CC1` in NR1D1 modulator shows 3.3
`O=C(COC(=O)c1ccc(Cl)c(S(=O)(=O)N2CCOCC2)c1)Nc1ccc2[nH]c(=O)[nH]c2c1` in TCR CD3 inh shows -0.3

The listing continues:
SMILES	MBD2 DNA inh	PG9 binder	PRMT1 inh	mABHD4 FP	LEDGF integ inh	UHRF1 MBD2 ctr	rCAG RNA binder	NR1D1 modulator	HTRA1 inh	TCR CD3 inh
CC1=C(C(=O)NCc2ccco2)C2(CCC(C)CC2)OC1=O (configuration not stated)	4.5	0.9	5.3	30.8*	0.0	0.7	6.4	3.4	-6.3	-8.9
CN1CCN(S(=O)(=O)c2ccc(-c3ccc(Cl)cc3)cc2)CC1	-7.3	-3.6	-1.7	7.5	2.6	-4.5	-2.3	0.9	-4.0	-1.3
CS(=O)(=O)N1CCC(C(=O)Nc2cccc(F)c2)CC1	-7.5	-0.9	-4.0	0.1	1.7	-1.4	1.7	-2.8	6.3	4.8
CC(=O)Oc1ccc2c(c1)cc(C)n2C	-6.1	0.2	-0.1	2.2	0.0	-0.7	0.3	-4.9	-3.5	8.2
COc1cc(S(=O)(=O)Nc2cccc3cn[nH]c23)c(OC)cc1Cl	0.9	-0.9	0.5	3.9	0.4	1.5	11.2	-7.3	-7.9	-5.2
O=C(CCc1ccccc1)Nc1nc2n(n1)C(c1ccccc1)CC(=O)N2 (configuration not stated)	-0.6	-0.4	0.1	14.7	0.7	0.7	2.8	0.8	-4.5	7.5
CCOc1ccc(C(=O)/C=C/c2cn(CN3CCN(C)CC3)c3ccccc23)cc1	-1.1	0.6	0.0	-8.5	1.1	-2.6	11.5	-0.4	-17.2	4.9
O=C1CCN(Cc2ccccc2)C=C1C(=O)c1ccccc1	3.2	-0.9	3.0	-1.6	-6.2	0.8	5.2	1.9	-10.2	-1.2
CN(C)c1ccc(/C=C(\NC(=O)c2ccccc2)C(=O)NCCCN2CCOCC2)cc1	3.0	-6.1	-1.1	0.3	-2.6	-2.1	-6.5	0.8	-1.5	4.7
CCN(CC)C(=O)COc1ccc(C=O)cc1OC	-1.0	-2.0	3.4	1.2	1.4	0.5	-1.8	0.8	-6.1	2.7
COCCn1c(=O)[nH]c2cc(C(=O)Nc3nnc(C)s3)ccc21	3.8	-3.3	-1.1	-0.1	0.6	-1.5	-0.3	-0.8	8.4	0.3
Cc1cc(NC(=O)COC(=O)CCS(=O)(=O)c2cc(Cl)ccc2Cl)no1	0.2	-1.7	-0.1	-3.5	4.6	-2.0	-4.3	-6.3	-2.0	4.7
CC(C)(C)OC(=O)NC1CNNC1=O (configuration not stated)	-4.9	0.1	0.7	3.6	3.6	-10.8	-0.1	5.3	7.9	-9.4
CCOC(=O)[C@]12CCCCC/C=C\1N(CCc1ccc(Cl)cc1)C(=O)[C@H]2CC(=O)NCCC(C)C	2.4	.	2.8	0.0	2.1	0.7	2.5	6.0	.	.
O=C(Cc1ccc(F)cc1)NCCc1ccc(F)cc1	2.5	-0.3	-3.1	-12.3	2.9	5.6	0.4	-1.0	5.2	3.4
CC(C)(C)CN1CCN(Cc2nc(-c3ccc(F)cc3)cs2)CC1CCO (configuration not stated)	5.6	-1.0	3.4	-11.4	-5.4	3.4	-4.4	6.2	7.7	-3.4
Cc1ccc(O)c(C2=Nc3ccccc3C2(C)C)c1	2.5	1.2	2.4	3.3	-1.8	0.7	0.9	0.7	-9.9	-3.3
O=C(NCc1ccco1)c1cc(-c2ccc(Cl)cc2)on1	3.5	-2.2	-2.0	-5.0	-0.5	4.6	1.0	-1.2	-4.0	-2.3
COc1ccc(C(=O)Nc2cccc(-c3cnc4ccccc4n3)c2)cc1	-1.7	-1.3	1.3	5.6	0.6	2.5	2.2	25.6*	-2.1	6.2
CC(C)C(=O)N1CCN(c2ccccc2NC(=O)COc2ccc(C3CCCCC3)cc2)CC1	4.2	-2.1	2.6	12.0	-0.2	0.1	-0.2	0.6	-25.1	-3.2
COc1ccc(S(=O)(=O)N2CCOC23CCN(S(=O)(=O)c2cc(C)ccc2C)CC3)cc1	-3.7	-0.4	3.8	0.5	-0.9	-1.1	3.9	4.2	-2.4	-3.3
O=c1oc(C2(O)CCCCC2)cc2ccc(-c3ccc4[nH]ccc4c3)cc12	7.1	-5.1	0.9	-8.0	1.1	2.7	12.7	21.8*	-24.4	-2.9
O=C(NCC1CCCC(CNC(=O)Nc2ccc(Cl)cn2)C1)Nc1ccc(Cl)cn1 (configuration not stated)	1.5	-2.1	0.5	-0.8	0.8	-0.5	2.5	1.2	-25.5	6.2
CCCC(=O)OC[C@H]1CN(C2CCCC2)S(=O)(=O)c2c(Oc3ccc(F)cc3OC)cccc2O1	1.4	-1.2	-1.4	1.6	2.3	13.9	6.7	4.9	.	-5.3
CCOC(=O)C1=C(C)N=c2sc(=Cc3cc(Cl)c(OCC(=O)O)c(Cl)c3)c(=O)n2C1c1cccc(OC)c1 (configuration not stated)	0.1	-0.8	12.8	-6.5	6.9	-0.6	50.1*	4.6	.	-2.1
COc1ccc(C(=O)Nc2ccccc2N2CCOCC2)cc1S(=O)(=O)N1CCOCC1	1.6	2.0	1.3	9.6	-4.1	-1.1	2.3	-5.9	11.9	-1.7
COc1ccc(OC)c(S(=O)(=O)N2CCN(C(=O)CCc3ccccc3)CC2)c1	-0.9	-3.0	1.5	0.7	2.2	1.3	-4.3	-0.2	-7.6	-5.6
COc1ccc(-c2nn(-c3ccccc3)cc2CN(C)CCn2ccnc2C)c(F)c1	3.8	1.1	2.2	5.5	-2.2	0.2	-9.0	5.4	-5.1	4.9
COC(=O)C1CN(Cc2ccccc2)CCS(=O)(=O)N1Cc1cn(Cc2ccc(C)cc2)nn1 (configuration not stated)	2.1	.	-6.5	7.2	3.7	10.4	-1.0	7.8	.	.
COc1cc(CN2CCNC(=O)C2CC(=O)N2CCc3ccccc3C2)cc(OC)c1 (configuration not stated)	-1.3	-3.0	1.9	5.9	1.8	1.5	1.3	-5.1	2.7	0.7
CCOC(=O)CN(C(=O)CSc1nnnn1C)c1ccccc1	-2.2	1.2	1.3	2.2	-0.2	-1.5	1.9	0.2	-2.6	-1.0
CC(C)CNC(=O)C1CCN(CC2CCCCC2)CC1	8.4	-0.1	7.8	2.4	4.7	5.3	-4.4	-2.7	3.9	-2.6
